APJ ag: agonists of human apelin receptor APJ, primary screen, CHO-K1 cells, PathHunter beta-arrestin, luminescence | P35414 | 0% DMSO wells, 100% apelin | activation, % at 20 µM | 330,000 compounds, 0.11% hits;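 active means activation more than six SD over the plate average, tested at 20 µM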;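 further: 0% = DMSO alone and 100% = apelin-13 at 10 nM; some results filed as inactive read as strong as hits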
Target sequence (P35414 whole entry, looked up): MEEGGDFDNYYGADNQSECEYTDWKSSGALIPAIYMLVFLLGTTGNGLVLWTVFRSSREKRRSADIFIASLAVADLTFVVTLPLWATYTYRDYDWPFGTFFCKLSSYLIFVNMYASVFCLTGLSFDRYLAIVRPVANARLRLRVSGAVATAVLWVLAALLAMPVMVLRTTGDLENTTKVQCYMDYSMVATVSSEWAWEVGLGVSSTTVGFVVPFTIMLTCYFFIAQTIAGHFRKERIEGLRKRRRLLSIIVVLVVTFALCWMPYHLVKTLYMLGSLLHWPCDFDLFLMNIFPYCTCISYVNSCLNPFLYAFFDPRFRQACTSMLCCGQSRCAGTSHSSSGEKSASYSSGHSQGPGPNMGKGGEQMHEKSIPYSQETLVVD
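Assay system: engineered CHO-K1 APJ arrestin reporter cells; Amount: 1000 CHO-K1 reporter cells seeded per well; Dosing: one dose, 20 µM compound, 1% DMSO; Times: compound stimulation 90 min at 25 °C, detection 60 min; Measured by: luminescent beta-gal fragment complementation, chemiluminescent substrate; Read-out: APJ–arrestin association signal; Controls: DMSO vs Apelin-13 10 nM.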
CXCR6 inh: CXCR6 receptor inhibitors, primary screen, cell-based, beta-arrestin, luminescence, CHO-K1 PathHunter, 1536-well | 360,000 compounds, 0.36% hits | C-X-C chemokine receptor type 6 (Homo sapiens), O00574 | AID 602244, 2012 | inhibition, % at 20 µM; in the data active means inhibition above about 34%, passing the limit was not always enough;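 further: antagonist mode with CXCL16 agonist at 10 nM final; 0% = 10 nM CXCL16 with DMSO and 100% = unstimulated wells without agonist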
Target sequence (O00574 whole entry, looked up): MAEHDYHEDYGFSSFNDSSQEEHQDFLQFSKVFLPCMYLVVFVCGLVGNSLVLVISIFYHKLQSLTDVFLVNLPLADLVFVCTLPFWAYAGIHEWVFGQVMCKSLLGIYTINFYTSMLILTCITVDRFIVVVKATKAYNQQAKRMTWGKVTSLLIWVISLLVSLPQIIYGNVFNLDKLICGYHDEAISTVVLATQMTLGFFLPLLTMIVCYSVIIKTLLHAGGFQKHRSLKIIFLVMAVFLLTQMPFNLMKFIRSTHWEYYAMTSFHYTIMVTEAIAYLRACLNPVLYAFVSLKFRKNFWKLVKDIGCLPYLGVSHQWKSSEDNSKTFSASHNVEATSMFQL
APJ antagonist: antagonists of human apelin receptor APJ, primary screen, CHO-K1 cells, beta-arrestin complementation, luminescence; 330,000 compounds, 0.32% hits; P35414; inhibition, % at 20 µM;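 active means inhibition above about 40% at 20 µM, limit read from the data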;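 further: cells challenged with 10 nM apelin-13 agonist together with compound; plate controls were apelin-13 plus DMSO wells for no effect and DMSO wells lacking apelin-13 for full effect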
tim10-1 inh: growth inhibitors of tim10-1 mutant yeast, primary screen, luminescence, uHTS | AID 463190, 2010 | inhibition, % at 20 µM | 330,000 compounds, 2.2% hits | S. cerevisiae tim10-1 ts strain growth, BacTiter-Glo, 24 h;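 active means inhibition of at least 40%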;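 further: mutant grown at 25 °C; 0% = DMSO wells with yeast and 100% = wells holding no yeast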
UPR XBP1 act: activators of adaptive XBP1 UPR arm, primary screen, cell-based, CHO-XBP1 luciferase reporter, luminescence, uHTS. AID 463104, 2010. IRE1-XBP1 UPR activation; percent of tunicamycin response, DMSO as zero. activation, % at 20 µM. 330,000 compounds, 0.33% hits;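 active means versus positive control, 20 µM dose yields 30% or more activation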;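 further: 100% = tunicamycin at 10 µg/mL and 0% = DMSO only wells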
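Signal: luciferase luminescence; Assay system: CHO-XBP1 luciferase reporter cells; Amount: one thousand reporter cells per well; Dosing: 20 µM single concentration, DMSO 1%; Benchmarks: high control tunicamycin 10 µg/mL final, low control DMSO vehicle only; Schedule: 6 h compound exposure at 37 °C, 5% CO2; Evaluation: percent activation relative to tunicamycin reference.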
CHOP UPR activ: activators of apoptotic CHOP UPR arm, primary screen, cell-based, CHO-CHOP luciferase reporter, luminescence, uHTS | activation, % at 10 µM | UPR activation; percent of tunicamycin response over DMSO baseline | AID 449763, 2010 | 330,000 compounds, 0.34% hits;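 active means at 10 µM dose, activation of 40% or more, normalized to positive control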;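 further: 100% = tunicamycin at 10 µg/mL and 0% = DMSO alone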
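Test system: CHO-CHOP cells, stable luciferase reporter of PERK-eIF2a-CHOP signalling | Quantity: 500 CHO-CHOP cells per well | Buffer or medium: F12 plus 10% serum | Compound dosing: 10 µM single point, 0.5% DMSO | Schedule: 6 h compound treatment, 37 °C | Signal: Luciferase luminescence | Control set: Tunicamycin high control, DMSO low control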
TIM10 inh: growth inhibitors of isogenic TIM10 control yeast, primary screen, counter-screen for tim10-1 yeast inhibitor project, luminescence, uHTS | S. cerevisiae TIM10 strain growth, BacTiter-Glo luminescence, 24 h | inhibition, % at 10 µM | 330,000 compounds, 1.4% hits;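 active means inhibition of 40% or more at the single tested concentration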;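 further: wild-type TIM10 isogenic control strain grown at permissive 25 °C; 0% = DMSO yeast wells and 100% = minimal medium wells without yeast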
Mdm2-MdmX inh: inhibitors of human Mdm2-MdmX association, primary screen, cell-based, luminescence, split luciferase, SaOS-2, uHTS. Protein Mdm4 (Homo sapiens) + E3 ubiquitin-protein ligase Mdm2 (Homo sapiens), …. inhibition, % at 8 µM. SaOS-2 split-luciferase Mdm2/MdmX complementation. 330,000 compounds, 3% hits;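 active means inhibition of at least 50% at 8 µM in the primary screen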
tim23-1 inh: growth inhibitors of tim23-1 mutant yeast, primary screen, luminescence, uHTS | S. cerevisiae tim23-1 growth, BacTiter-Glo luminescence, 24 h | inhibition, % at 20 µM | 330,000 compounds, 1.3% hits;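 active means growth inhibition of the mutant yeast at or above 50%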;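 further: temperature-sensitive mutant grown at 25 °C; plate controls were DMSO-treated mutant yeast for no effect and medium wells lacking yeast for full effect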
An asterisk follows results filed as active; / = not tested or not shown. The list is partial. The share of hits here may be higher or lower than overall.

Second line of a record – CXCR6 inh	tim23-1 inh	APJ antagonist	APJ ag	tim10-1 inh	UPR XBP1 act	TIM10 inh	CHOP UPR activ	Mdm2-MdmX inh
> Nc1nc2c(ncn2C2C[C@H](O)[C@@H](CO)O2)c(=O)[nH]1 (stereo partly specified)
    0	5	11	0	-8	-5	12	0.7	-6
> O=C(Cn1c(=O)oc2ccccc21)N(Cc1ccccc1)C1CCS(=O)(=O)C1 (stereo unspecified)
    0	6	-2	-3	14	-1	-14	-0.3	14
> CC(OC(=O)C1CCN(c2ccc(C(F)(F)F)cn2)CC1)C(=O)NC1CCCCC1C (stereo unspecified)
    -9	20	-1	-4	25	-1	25	-1.8	6
> Cc1cc(Cl)ccc1OCC(=O)NCCOc1nc(N2CCOCC2)nc(N2CCOCC2)n1
    -4	16	0	4	33	0	22	-0.4	-2
> Cc1cccc(N/C(=N\S(=O)(=O)c2ccccc2)C(F)(F)F)c1
    0	-4	-16	0	-11	-3	-5	0.7	8
> Cc1ccc(S(=O)(=O)CC2CSc3nc4ccccc4n32)cc1 (stereo unspecified)
    -6	5	8	5	2	-6	-2	5.5	-19
> Cn1c(=O)c2ncn(CC(=O)Nc3cccc(-c4nc5ccccc5s4)c3)c2n(C)c1=O
    -4	33	-11	10	4	17	13	5.6	3
> COc1cccc(/C=N/n2c(=S)n(C)c3ccccc32)c1OC
    10	35	2	-3	35	2	21	0.4	17
> O=C(NCc1ccccn1)C1CCCN(Cc2cnn(-c3ccccc3)c2-n2cccc2)C1 (stereo unspecified)
    -4	-4	3	-4	15	0	6	1.8	2
> O=C(COc1ccccc1)NC1CCCCCCC1
    -2	37	-3	-1	35	-2	12	-1.0	24

Later entries
Second line of a record – CXCR6 inh	tim23-1 inh	APJ antagonist	APJ ag	tim10-1 inh	UPR XBP1 act	TIM10 inh	CHOP UPR activ	Mdm2-MdmX inh
> Cc1ccc2[nH]c(=O)c(Cc3ccccc3)c(O)c2c1
    6	7	7	-4	12	0	-7	-1.5	27
> N#C/C(=C\c1cccs1)C(=O)NCc1ccccc1
    -2	7	-12	1	23	3	2	3.5	-8
> Cc1ccc(NC(=O)C2CCN(c3ncnc4c3nc3n4CCCCC3)CC2)nc1
    -6	16	1	1	21	-3	8	-2.0	20
> O=C(/C=C/c1ccccc1)Nc1ncn[nH]1
    2	41	5	-3	49*	2	53*	30	25
> Cc1cccc(NC(=O)c2ccc(Cl)c(S(=O)(=O)N3CCCCC3)c2)n1
    4	35	10	2	32	1	12	4.3	34
> O=C(COC(=O)c1cccnc1Nc1ccccc1F)NCCN1C(=O)CSC1=O
    -2	10	-15	-5	18	-2	-1	-1.5	12
> Cn1c(SCC(=O)NCC2CCCO2)nnc1-c1ccc(Cl)cc1 (stereo unspecified)
    -3	2	-9	-5	-11	-3	-1	-2.0	-9
> COc1nc(NC23CC4CC(CC(C4)C2)C3)nc(OC)n1
    1	35	1	-6	32	0	12	1.1	16
> O=C(Cc1ccccc1F)OCN1C(=O)c2ccccc2C1=O
    -12	19	4	-6	30	-3	10	1.4	1
> CC(C)n1c(O)c(N=Nc2ccccn2)c2ccccc21
    -4	41	-2	-3	13	4	3	3.5	20

Next part
Second line of a record – CXCR6 inh	tim23-1 inh	APJ antagonist	APJ ag	tim10-1 inh	UPR XBP1 act	TIM10 inh	CHOP UPR activ	Mdm2-MdmX inh
> O=C(NCCCN1CCCC1)c1ccc(CS(=O)(=O)c2ccc(Cl)cc2)o1
    2	7	31	-2	16	-4	2	2.2	32
> COC(=O)Cc1n[nH]c(=S)[nH]c1=O
    -2	11	1	-4	8	-1	14	-0.7	4
> COc1cccc(CNC(=O)c2nnn(CC(=O)Nc3ccc(C)c(C)c3)c2N)c1
    -2	-13	3	-3	-1	-1	-8	0.4	27
> O=C(CCn1nnc2ccccc21)Nc1nnc(-c2ccccc2F)s1
    8	-30	2	-3	9	-1	-30	-0.6	15
> CCOC(=O)c1ccc(NC(=O)CC2C(=O)N(c3ccccc3)C(=O)N2CCCOC)cc1 (stereo unspecified)
    8	8	14	-5	6	-2	12	2.1	-5
> COc1cccc(C2N(Cc3ccccc3)C(=O)C2(F)F)c1OC (stereo unspecified)
    5	18	13	-1	-4	-1	23	0.4	-14
> CNC(=O)c1c(NC(=O)C2=COCCO2)sc2c1CCCC2
    2	41	12	-1	38	-5	25	2.6	-25
> O=S(=O)(c1cccc(NC(=S)N2CCN(c3ccccc3F)CC2)c1)C(F)F
    -7	3	11	-3	28	-3	47*	1.3	15
> COC(=O)c1cccc(N/C=C(\[N+](=O)[O-])S(=O)(=O)c2ccccc2)c1
    6	10	8	-2	-9	-2	7	0.4	-24
> Cc1ccc(Cn2c(NS(=O)(=O)c3ccccc3)nc3ccccc32)cc1
    -5	0	10	-8	15	3	11	-0.1	22

(continued)
Second line of a record – CXCR6 inh	tim23-1 inh	APJ antagonist	APJ ag	tim10-1 inh	UPR XBP1 act	TIM10 inh	CHOP UPR activ	Mdm2-MdmX inh
> Cc1ccc2c(c1)CCCN2C(=O)CCc1nc2ccccc2c(=O)[nH]1
    5	7	17	-4	-6	1	-17	0.8	53*
> Cc1cc(=O)[nH]c(SCC2(O)C3CC4CC(C3)CC2C4)n1 (stereo unspecified)
    -3	16	13	4	5	2	2	-0.8	-10
> COc1ccc(NC(=O)CCN2CCOCC2)c(OC)c1
    -5	-11	-33	-1	7	-1	-8	0.8	-42
> CCOC(=O)C1=C(C)NC(=O)NC1c1ccoc1 (stereo unspecified)
    -3	18	9	0	11	2	1	1.5	15
> O=S(=O)(c1ccc(F)cc1)n1ccc2cccnc21
    -2	9	7	-1	4	0	-8	-0.1	9
> Cn1c(Cc2csc(N)n2)nnc1SC/C=C/c1ccccc1
    -3	3	-16	0	15	-2	7	0.9	-23
> Cc1ccc(C)c(NC(=O)c2cc(C)nc3ccccc23)c1
    -2	12	-7	-1	28	-7	4	1.5	-30
> CCOC(=O)CSc1nc2ccccc2c(=O)n1CC1COc2ccccc2O1 (stereo unspecified)
    -2	-10	4	-3	26	1	16	-1.8	-13
> CCCCCOC(=O)C1[C@H]2C(=O)N(CCCOC)C[C@]23C=C[C@H]1O3 (stereo partly specified)
    /	5	2	-4	-5	-2	6	1.2	2
> Cc1ccc(-c2noc(CCCC(=O)Nc3cccnc3)n2)cc1
    -8	1	7	-2	18	-1	1	-5.0	-4

Record cards, as listed above.
Results for CCOC(=O)CSc1nc2ccccc2c(=O)n1CC1COc2ccccc2O1 (stereo unspecified) : CXCR6 inh: -2; tim23-1 inh: -10; APJ antagonist: 4; APJ ag: -3; tim10-1 inh: 26; UPR XBP1 act: 1; TIM10 inh: 16; CHOP UPR activ: -1.8; Mdm2-MdmX inh: -13
Results for Cc1ccc(C)c(NC(=O)c2cc(C)nc3ccccc23)c1 : CXCR6 inh: -2; tim23-1 inh: 12; APJ antagonist: -7; APJ ag: -1; tim10-1 inh: 28; UPR XBP1 act: -7; TIM10 inh: 4; CHOP UPR activ: 1.5; Mdm2-MdmX inh: -30

Later entries.
Second line of a record – CXCR6 inh	tim23-1 inh	APJ antagonist	APJ ag	tim10-1 inh	UPR XBP1 act	TIM10 inh	CHOP UPR activ	Mdm2-MdmX inh
> CC1CCN(c2nc(-c3ccncc3)nc3ccccc23)CC1
    10	-4	-4	-2	-24	3	19	0.4	-7
> O=C(OCC#CCSc1nc2ccccc2o1)c1cc2ccccc2o1
    3	7	3	-4	7	1	5	0.1	5
> Cn1c(=O)n(CCc2ccccc2)c(=O)c2c1nc1n2CCCN1CCc1ccccc1
    14	19	8	6	20	-5	22	5.5	65*
> COCCC1CCCCN1C(=O)c1cc(COc2ccc(C)nc2)on1 (stereo unspecified)
    -5	10	-2	11	10	-4	-1	-0.6	12
> COc1cccc(CC(=O)OCC(=O)c2cc(OC)c(OC)c(OC)c2)c1
    3	31	11	1	22	0	18	-0.3	4
> COc1cccc(/C=C2\Oc3cc(OCC(=O)N4Cc5ccccc5C[C@H]4C(=O)O)ccc3C2=O)c1
    0	20	-45	0	26	-3	5	-1.4	-2
> Cc1nc([N+](=O)[O-])cn1-c1ccc(N)cc1
    7	9	-10	0	8	-1	-2	-1.0	3
> O=C(CSc1nnc(-c2cccc(F)c2)o1)N1CCOCC1
    2	4	5	1	-6	0	-2	3.4	-10
> CC1CSc2ccccc2NC1=S (stereo unspecified)
    9	45	-5	-2	7	-2	-4	-0.6	11
> CC(/C=C1\SC(=S)N(NC(=O)c2ccc(C)cc2)C1=O)=C\c1ccccc1
    14	2	-5	-4	9	-2	11	-0.5	6

Continuation:
Second line of a record – CXCR6 inh	tim23-1 inh	APJ antagonist	APJ ag	tim10-1 inh	UPR XBP1 act	TIM10 inh	CHOP UPR activ	Mdm2-MdmX inh
> O=c1n(CCCN2CCN(c3cccc(Cl)c3)CC2)nc2ccccn12
    0	7	-6	-3	7	-2	-4	2.2	9
> COc1cccc2cc(C(=O)OC3CCN(C)CC3)c(=O)oc12
    6	-13	-40	-1	-6	-1	-3	0.2	12
> COc1c(C)cc(C(=O)C2CCCN(C(=O)c3ccc4cc[nH]c4c3)C2)cc1C (stereo unspecified)
    0	15	8	-4	8	0	-4	-0.6	9
> COc1ccc(C(=O)Nc2ccccc2C(=O)NC(Cc2c[nH]c3ccccc23)C(=O)O)cc1 (stereo unspecified)
    -2	10	-13	-4	-2	0	-7	-0.6	9
> O=C(O)CN1C(=O)C2C3C=CC(C3)C2C1=O (stereo unspecified)
    -6	-19	-69	-2	-12	-2	7	-0.9	1
> COc1ccccc1CNC(=O)/C=C/c1ccc(Br)o1
    -2	12	34	-5	19	0	-3	1.8	-6
> OCC1(CCCc2ccccc2)CCN(Cc2ccc(F)cc2)CC1
    -16	0	21	-3	-20	0	-38	-0.3	20

Screening data (PubChem BioAssay)
